APE1 inh = qHTS Assay for Inhibitors of the Human Apurinic/apyrimidinic Endonuclease 1 (APE1) | DNA repair nuclease/redox regulator APEX1 (Homo sapiens), P27695 | recombinant APE1, TAMRA/BHQ-2 abasic DNA cleavage fluorescence | Potency, µM (doses to about 65.8 µM), without a hit: top-dose activity change, negative = inhibition, most hits filed as inhibitors | actives 0.35% (n = 350,000) | AID 2517, 2012;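 note: potency is the fitted concentration of half-maximal effect; plate controls were vehicle for no effect and reference inhibitor for full effect; nearly all actives have a fitted effect of over 55% in size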
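Quantitative HTS: incision of a TAMRA/BHQ-2 double-stranded substrate bearing a tetrahydrofuran abasic site by 0.75 nM APE1 raises fluorescence. Substrate 50 nM final, added after 15 min compound preincubation at room temperature; progress as third-minus-first kinetic read difference.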
POLK inh = qHTS for Inhibitors of Polymerase Kappa. DNA polymerase kappa (Homo sapiens), Q9UBT6. purified Pol kappa, fluorescent DNA synthesis assay, 10 min. Potency, µM (titrated, usually from 107 µM), without a hit: at the top dose activity, negative = inhibition, actives largely listed as inhibitors. actives 0.53% (n = 400,000). AID 588579, 2011; note: potency is the fitted concentration of half-maximal effect; % is set by controls: 0 for no effect and ±100 for the full control effect
Target sequence (Q9UBT6 whole entry, looked up): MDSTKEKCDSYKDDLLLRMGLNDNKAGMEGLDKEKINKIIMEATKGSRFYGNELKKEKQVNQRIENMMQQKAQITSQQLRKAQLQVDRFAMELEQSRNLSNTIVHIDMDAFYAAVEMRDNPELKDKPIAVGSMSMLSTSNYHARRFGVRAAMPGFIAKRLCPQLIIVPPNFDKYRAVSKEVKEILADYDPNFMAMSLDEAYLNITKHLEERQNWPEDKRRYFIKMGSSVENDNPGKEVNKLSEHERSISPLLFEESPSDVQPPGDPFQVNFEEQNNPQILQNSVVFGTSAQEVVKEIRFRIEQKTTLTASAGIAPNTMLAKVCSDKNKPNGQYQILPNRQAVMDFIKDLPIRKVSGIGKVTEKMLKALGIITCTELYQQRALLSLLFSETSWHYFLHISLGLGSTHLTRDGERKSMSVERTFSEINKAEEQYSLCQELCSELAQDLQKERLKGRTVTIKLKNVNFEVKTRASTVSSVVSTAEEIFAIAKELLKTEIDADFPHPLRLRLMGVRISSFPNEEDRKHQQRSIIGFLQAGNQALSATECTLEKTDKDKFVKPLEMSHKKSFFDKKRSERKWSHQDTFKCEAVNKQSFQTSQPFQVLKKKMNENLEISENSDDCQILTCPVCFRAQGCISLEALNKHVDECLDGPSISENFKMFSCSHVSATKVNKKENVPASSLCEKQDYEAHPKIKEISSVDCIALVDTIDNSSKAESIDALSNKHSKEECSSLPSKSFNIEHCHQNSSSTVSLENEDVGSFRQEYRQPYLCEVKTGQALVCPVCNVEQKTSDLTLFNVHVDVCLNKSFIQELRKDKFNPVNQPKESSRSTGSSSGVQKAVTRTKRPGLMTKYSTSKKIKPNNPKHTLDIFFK
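50 nM final substrate added after 15 min RT preincubation of 10 nM Pol kappa with compound; fluorescence read at 0 and 10 min.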
Pol eta inh = qHTS for Inhibitors of Polymerase Eta; recombinant Pol eta, fluorescent DNA replication assay; Potency, µM (highest dose often 114 µM), for the others: at the highest dose activity change, negative = inhibition, hits mostly inhibitors; actives 1.2% (n = 390,000); note: potency is the fitted concentration of half-maximal effect; % is set by controls: 0 for no effect and ±100 for the full control effect
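Pol eta at 10 nM preincubated with compounds 15 min at room temperature; reaction started with fluorescent substrate (50 nM final) and read kinetically at 0 and 10 min.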
Glioma ERSR ind = qHTS for Inducers of the Endoplasmic Reticulum Stress Response (ERSR) in Human Glioma: qHTS. U87-MG GRP78 promoter luciferase reporter, 16 h. Potency, µM, inactives show top-dose activation, most hits filed as activators. actives 0.02% (n = 420,000); note: potency is the fitted concentration of half-maximal effect; series mostly up to about 76 µM; % of control where 0% means no effect; nearly all actives have a fitted effect of over 35% in size
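Stably transfected U87-MG glioma cells carrying a GRP78-based luciferase sensor; 16 h compound incubation. Luminescence end-point read 10 min after Bright-Glo addition at room temperature.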
LDHA block = qHTS assay for inhibitors of human lactate dehydrogenase; purified LDHA, NADH/diaphorase-resazurin fluorescence; stronger effect = lower value; activity change, % (values are at about 110 or 230 µM); actives 0.15% (n = 480,000); AID 1347041, 2019; in the data active = activity change below about -30%; inconclusive = mostly about -25% to -30%;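 note: plate controls were DMSO wells for no effect and wells without enzyme for full effect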
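LDH5 2 nM; NADH 0.06 mM, pyruvate 0.2 mM; 200 mM Tris pH 7.4, EDTA, Tween-20; 5 min RT. Detection: diaphorase 0.133 mg/mL + resazurin 37 µM, fluorescence ex540/em590 at 0 and 20 min; normalized to enzyme-free and DMSO wells.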
Pol iota inh = qHTS for Inhibitors of Polymerase Iota; Pol iota fluorescent replication assay, 10 min; Potency, µM (series often up to 115 µM), for inactives: at the top dose activity, negative = inhibition, hits mostly inhibitors; actives 1% (n = 390,000); note: potency is the fitted concentration of half-maximal effect
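Fluorescent replication assay read twice, at 0 min and 10 min after adding 50 nM (final) substrate. Enzyme (10 nM) and compounds were first incubated 15 min at room temperature; enzyme-free buffer wells were negative controls.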
BLM helicase inh = qHTS Assay for Inhibitors of Bloom's syndrome helicase (BLM). Potency, µM (doses to about 56.1 µM), for inactives: at the highest dose activity change, negative = inhibition, hits mostly inhibitors. RecQ-like DNA helicase BLM (Homo sapiens), P54132. recombinant BLM DNA unwinding, fluorescence dequenching. actives 0.2% (n = 350,000);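 note: potency is the fitted concentration of half-maximal effect; plate controls were vehicle for no effect and no enzyme for full effect; nearly all actives have a fitted effect of over 35% in size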
Pol beta inh = qHTS Assay for Inhibitors of DNA Polymerase Beta; P06746; Pol beta primer extension/strand displacement, fluorescence kinetic; Potency, µM (top dose mostly 114 µM), for inactives: at the highest dose activity change, negative = inhibition, usual class: inhibitors; actives 1.3% (n = 340,000); note: potency is the fitted concentration of half-maximal effect; % is set by controls: 0 for no effect and ±100 for the full control effect
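Pol beta (10 nM) and compounds were preincubated 15 min at room temperature, then 50 nM substrate (final) started primer extension/strand displacement. Reads were taken at 0 and 10 min; concentration-response data were fitted to a four-parameter Hill equation.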
Apoferritin bind = qHTS Assay for Identification of Novel General Anesthetics; Potency, µM (titrated, usually from 77.5 µM), inactives show at the top dose activity change, negative = displacement, most hits filed as inhibitors; actives 0.074% (n = 350,000); Ferritin light chain (Equus caballus), P02791; apoferritin/1-aminoanthracene competitive binding, fluorescence; note: potency is the fitted concentration of half-maximal effect; % is set by controls: 0 for no effect and ±100 for the full control effect; nearly all actives have a fitted effect of over 20% in size
Target sequence (P02791 2-175 limits assumed): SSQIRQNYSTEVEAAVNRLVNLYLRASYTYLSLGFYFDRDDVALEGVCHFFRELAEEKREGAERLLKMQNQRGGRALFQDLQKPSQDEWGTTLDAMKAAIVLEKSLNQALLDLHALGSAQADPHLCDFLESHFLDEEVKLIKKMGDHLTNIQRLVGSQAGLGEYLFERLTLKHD
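Read-out: endpoint 1-AMA fluorescence, excitation 380 nm and emission 535 nm, after compounds sit 10 min at room temperature with 10 uM horse-spleen apoferritin in 50% saturated 1-AMA/PBS. Values come from four-parameter Hill fits.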
* hit, by the source's call; ? = inconclusive; . = not tested or not shown; [ ] = another dose, or the depositor's remark. Unless noted, calls come from the whole dose curve; as a rule, active = well fitted curve in the direction sought with a large enough effect; inconclusive = small, poorly fitted or top-dose-only effect, or another doubt; inactive = no such curve, though single readings can be large; an effect the other way counts as inactive or inconclusive. Some of the compounds tested. The share of hits here may be higher or lower than overall.

SMILES	APE1 inh	POLK inh	Pol eta inh	Glioma ERSR ind	LDHA block	Pol iota inh	BLM helicase inh	Pol beta inh	Apoferritin bind
Cc1ccc(C)c(N(C(=O)Cc2cccs2)C(C(=O)NC2CCCC2)c2ccc(C)o2)c1 (stereo unspecified)	7%	-13%	2%	-4%	-3	-5%	0%	-12%	-4%
CCOc1ccc(S(=O)(=O)NCCC(=O)NCC2CCCO2)cc1 (stereo unspecified)	2%	-1%	-18%	-1%	-8	19%	.	.	.
COC(=O)c1ccc(C2c3[nH]c4ccccc4c3C[C@H]3C(=O)N(C)CC(=O)N23)cc1 (stereo partly specified)	51%[activator]	-5%	-22%	-5%	-12	75%[activator]	-4%	30%	-6%
Cc1ccnn1CC(=O)N/N=C/c1c[nH]c2ccccc12	?	-13%	-8%	-4%	-3	-7%[58.9 µM]	0%	5%	-3%
CCCCn1c(CN2C(=O)c3ccccc3C2=O)nc2ccccc2c1=O	-10%	-12%	?	-1%	-3	?	-6%	24%	-12%
CNC(=O)Cc1csc2ccc(C)cc12	5%	-3%	-19%	-3%	-10	-8%[58.9 µM]	-3%	14%	2%
CCCN(CCC)S(=O)(=O)c1ccc(Cl)c(OC)c1	-2%	-2%	-11%	-4%	-6	86%[activator]	-8%	-1%	?
Cc1c(Br)c([N+](=O)[O-])nn1CC(=O)Nc1ccc2nc3n(c(=O)c2c1)CCCC3	2%	-5%	-21%	1%	-3	34%[activator]	-4%	-13%	-9%
COc1ccc(C(=O)C2CCCN(C(=O)Cn3cncn3)C2)cc1OC (stereo unspecified)	75%[activator]	8%	-14%	-3%	0	33%[activator]	-2%	25%	-9%
O=C1OC(N2C(=O)CC[C@H]2C(=O)Nc2ccc(F)c(F)c2)c2ccccc21 (stereo partly specified)	13%	16%	-10%	0%	1	33%	0%	44%	-9%
Nn1c(-c2ccco2)n[nH]c1=S	1%	-10%	-3%	0%	-1	-6%	-1%	-28%	-5%
O=C(NC(=S)Nc1nc(-c2ccccc2)cs1)c1cccs1	1%	-8%	-19%	3%	-5	17%	0%	-13%	36%[activator]
CC(O)CCC(=O)NCCNC(=O)CCC(C)O (stereo unspecified)	2%	-2%	-8%	-6%	1	4%	-1%	16%	-3%
COCCNC(=S)N1C2CCC1CC(NC(=O)NC13CC4CC(CC(C4)C1)C3)C2 (stereo unspecified)	-5%	-4%	-8%	-4%	1	12%	-1%	40%	-13%
O=C(NNC(=O)c1cc(-c2ccc(Cl)cc2Cl)nc2ccccc12)Nc1ccccc1	14%	-20%	-5%	4%	-9	4%	-5%	10%	-13%
c1ccc2sc(N3CCOCC3)nc2c1	8%	7%	-10%	2%	0	15%	1%	15%	-11%
c1cc2c3c(cccc3c1)-c1cnccc1-2	.	-3%	-5%	0%	-4	1%	.	.	.
CCn1cc(S(=O)(=O)c2ccccc2)c(=O)c2cc(F)c(N3CCN(c4ccccc4)CC3)cc21	.	-14%	-9%	0%	-9	-12%	-1%	1%	37%[activator]
O=C1CCN(Cc2nnnn2CC2CCCO2)c2ccccc2N1 (stereo unspecified)	13%	-6%	-2%	-3%	0	-2%	-9%	-14%	-13%
CCOC(=O)C1=C(COC(=O)/C=C/c2ccc(OC)cc2OC)NC(=O)NC1C (stereo unspecified)	12%	-9%	?	-5%	-1	-7%	.	.	.

As a working copy, part of the list above:
SMILES	APE1 inh	POLK inh	Pol eta inh	Glioma ERSR ind	LDHA block	Pol iota inh	BLM helicase inh	Pol beta inh	Apoferritin bind
O=C(NC(=S)Nc1nc(-c2ccccc2)cs1)c1cccs1	1%	-8%	-19%	3%	-5	17%	0%	-13%	36%[activator]
CC(O)CCC(=O)NCCNC(=O)CCC(C)O (stereo unspecified)	2%	-2%	-8%	-6%	1	4%	-1%	16%	-3%
COCCNC(=S)N1C2CCC1CC(NC(=O)NC13CC4CC(CC(C4)C1)C3)C2 (stereo unspecified)	-5%	-4%	-8%	-4%	1	12%	-1%	40%	-13%
O=C(NNC(=O)c1cc(-c2ccc(Cl)cc2Cl)nc2ccccc12)Nc1ccccc1	14%	-20%	-5%	4%	-9	4%	-5%	10%	-13%

Continuation:
SMILES	APE1 inh	POLK inh	Pol eta inh	Glioma ERSR ind	LDHA block	Pol iota inh	BLM helicase inh	Pol beta inh	Apoferritin bind
COc1c(S(=O)(=O)n2nc(C)cc2C)ccc(Cl)c1Cl	13%	-9%	-7%	-3%	-2	14%	-6%	36%	-16%
Cc1cccc(NC(=O)C2CCCN(S(=O)(=O)c3cccc4cccnc34)C2)c1 (stereo unspecified)	-4%	-5%	-7%	-2%	-6	-8%	-1%	1%	-11%
FC(F)(F)c1cc(-c2ccco2)nc(N2CCOCC2)n1	13%	-5%	-24%	-4%	-1	9%	-7%	27%	-23%
CCOc1ccc(C2/C(=C(\O)c3ccc4c(c3)OCCO4)C(=O)C(=O)N2CCN2CCOCC2)cc1OC (stereo unspecified)	76%[activator]	3%	-6%	0%	-1	27%	2%	43%	-14%
O=C(O)c1ccc(CNC(=O)c2ccccc2NC(=O)c2ccc([N+](=O)[O-])cc2)cc1	-4%	-5%	-17%	-3%	-6	74%[activator]	-7%	4%	-1%
COc1ccc(NC(=O)/C(=C\c2cccnc2)NC(=O)c2cccs2)cc1	0%	-2%	-4%	-6%	3	24%	1%	?	-5%
CCOC(=O)C1(CCOC)CCN(Cc2cnc(-c3cccc(C)c3)nc2)CC1	-5%	-1%	-6%	-1%	-5	0%	-4%	1%	-9%
CCOC(=O)c1c(NC(=O)c2ccc(C)cc2)sc2c1CC(C)(C)OC2	-4%	-6%	-18%	-7%	1	5%	-9%	13%	-4%
CCc1cccc(CC)c1N(COC)C(=O)Cn1c(CO)nc2ccccc21	-1%	-3%	-14%	-2%	-11	8%	-2%	24%	-15%
CCc1ccc(OCC(=O)N(Cc2ccco2)Cc2ccco2)cc1	.	-7%	-19%	1%	3	15%	-3%	0%	-17%
COc1ccc(NC(=O)c2ccc(Cl)c(S(=O)(=O)NCC3CCCO3)c2)c(OC)c1 (stereo unspecified)	22%	20%	-14%	-3%	1	17%	-8%	19%	-10%
CC(=O)c1c(C)[nH]c(C(=O)N2CCN(C(=O)c3ccco3)CC2)c1C	14%	-1%	1%	6%	-6	6%	-4%	15%	13%
COc1ccc(/C=N/NC(=O)c2nn(-c3ccc(Cl)cc3)c(=O)c3c(N)scc23)cc1	?	-36%	-11%	-1%	15	?	-10%	7%	?
CCN(CC)C(=O)N1CCN(S(=O)(=O)c2ccc(C)c(C)c2)CC1	-1%	2%	-15%	-3%	-3	-4%	-2%	-19%	-4%
C=CCN(CC=C)C(=S)NC(=O)Cc1cccc2ccccc12	1%	-17%	6%	1%	0	?	-30%	?	?
CCOC(=O)C1(Cc2cccc(OC)c2)CCCN(S(=O)(=O)c2cccnc2)C1 (stereo unspecified)	4%	-9%	-3%	-2%	-2	-20%	-1%	4%	-18%
CC1CC/C(=N/Nc2ccccc2)C(=O)N1 (stereo unspecified)	1%	-1%	6%	6%	-2	20%	-1%	28%	-1%
c1ccc2c3c(c(CN4CCCCC4)cc2c1)COC3	?	0%	-18%	-4%	15	-19%[58.9 µM]	44%[activator]	24%	-14%
CC(=O)C1C(c2ccccc2)c2c(noc2C)CC1(C)O (stereo unspecified)	2%	-12%	4%	-1%	-2	-2%	-1%	-3%	7%
Cc1ccc2c(c1)N(CC(=O)NCCc1ccccc1)C(=O)c1cccnc1O2	39%	1%	-14%	-2%	-1	2%	0%	13%	0%
CC(C)C[C@H](NC(=O)c1nc[nH]c1C(=O)NCc1ccc(CNC(=O)OC(C)(C)C)cc1)C(=O)OCc1ccccc1	11%	-6%	-20%	-12%	1	2%	-16%	?	0%
Cc1ccc(C2=NN=C(NC(=O)CSc3nc(C)cc(C)n3)SC2)cc1	3%	.	.	.	.	.	0%	-19%	-12%
Cc1noc(C)c1COc1cccc(C(=O)OCC(=O)NCCN2C(=O)CSC2=O)c1	?	-17%	-17%	-3%	-7	92%[activator]	3%	5%	-17%
COc1ccc(CCNC(=O)COC(=O)c2sc(C)nc2C)cc1	-7%	7%	-1%	-3%	-2	3%	.	.	.
O=C(CC1N=C2c3ccccc3N=C(SCc3ccccc3F)N2C1=O)NCCc1ccccc1 (stereo unspecified)	.	2%[60.1 µM]	-10%	1%	2	3%	1%	-15%	?
COc1cc(/C=C(\C#N)C(=O)c2c[nH]c3ccccc23)cc(OC)c1O	-3%	-2%	?	-1%	27	63%[activator]	-8%	?	-20%
CC(=O)c1ccc(OCC(O)CN2C(C)CCCC2C)cc1 (stereo unspecified)	-1%	-7%	-12%	-1%	-13	6%	0%	8%	-6%
COc1ccccc1NC(=O)CSc1nc2sc(C)c(C)c2c(=O)n1Cc1ccco1	9%	?	?	-5%	-3	?	-3%	?	-11%
COc1ccc(NC(=O)C2CC(=O)N(C)C(=Nc3ccc4c(c3)OCO4)S2)cc1 (stereo unspecified)	-2%	-9%	-18%	-1%	0	12%	-5%	2%	-22%
CN(CC(=O)Nc1ccc(N2CCOCC2)cc1)C(=O)c1cc(S(=O)(=O)N(C)C)ccc1Cl	-9%	-20%	-15%	-2%	0	14%	-5%	7%	-7%
O=C(NC(=S)NCC1CCCO1)c1cccc([N+](=O)[O-])c1 (stereo unspecified)	2%	-1%	0%	-5%	1	47%[activator]	-1%	21%	-5%
CCOC(=O)c1c(Oc2ccc(OC)cc2)nnc(-c2ccccc2)c1-c1ccccc1	.	13%	-2%	-4%	-3	-4%	-8%	28%	-6%
Cn1c(=O)oc2cc(S(=O)(=O)N3CCCC(C(=O)NCCc4ccc(Cl)cc4)C3)ccc21 (stereo unspecified)	.	-4%	-11%	0%	1	28%	-3%	-11%	-3%
Cc1ccc(N(C(=O)c2ccc(Br)o2)C2C=CS(=O)(=O)C2)cc1 (stereo unspecified)	-1%	0%	-8%	-1%	-3	1%	3%	27%	-7%
